Yfh1-depleted yeast: enhancers of respiration in Yfh1-depleted yeast, dose response, Friedreich's ataxia, plus single-dose screen (AID 1465) | S. cerevisiae Yfh1-off respiration, WST-1 reduction, 72 h; higher fold induction means a stronger effect | hit rate 0.074% among 220,000 | one-dose fold induction at 50 µM; EC50 in µM for titrated hits;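 active = fold induction of absorbance versus untreated yeast above a set limit, then at least 30% activation at any dose in follow-up; inconclusive = repeats straddling the limit, or above it without dose testing; inactive = fold induction below the set limit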;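 note: activators that raise dye reduction in frataxin-depleted yeast; strong numbers were not always called active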
Ins promoter up: MIN6 insulin promoter up-regulation; AID 1625; z-score at 5 µM; MIN6 insulin promoter-GFP reporter, high-content imaging; active compounds read high; hit rate 0.3% among 190,000;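 active = z-score above 3 at 5 µM with at least 500 cells counted in the well; inconclusive = wells under 500 cells, flagged as cytotoxic or low count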
bCat nuc transl: alters nuclear translocation of beta-catenin in HeLa cells | immunofluorescence imaging | nuclear translocation activity, % at 5 µM | hit rate 0.3% among 190,000 | AID 1665;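 active = nuclear translocation activity above 50% at 5 µM, with a well cell count of 50 or more; inconclusive = wells under 50 cells across six images, flagged as toxic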;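 note: per-cell ratio of nuclear to cytoplasmic median beta-catenin stain intensity; plate controls were DMSO negative control for no effect and GSK-3 inhibitor IX positive control for full effect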
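test system = HeLa cells, endogenous beta-catenin | dosing = single 5 µM dose plus 0.02–20 µM confirmation series | times = compound treatment 24 h, 37°C, 5% CO2 | technique = beta-catenin immunofluorescence imaging with DAPI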
WT yeast gro inh: growth inhibition of WT yeast, mitochondrial fusion screen | mitochondrial fusion phenotypic screen, WT strain | inhibition, % at 10 µM | hit rate 2.1% among 190,000 | AID 1362; in the data active = inhibition above about 58%; tested in S. cerevisiae
Autophagy mod: autophagy modulation, high-content screen; MEF GFP-LC3 puncta imaging; test concentration mostly 10 µM; AID 463193; hit rate 0.98% among 190,000; calls only at 10 µM (by protocol);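 active = percentage of spot-positive cells more than 3 SD above its plate mean, without a fluorescence outlier flag or 80% toxicity; inconclusive = no clear call, values can overlap the other calls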;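 note: spot-positive cell cutoff set from DMSO-treated cells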
MT stabilize HCS: microtubule stabilizers in HeLa cells | hit rate 0.83% among 200,000 | % tubulin-high responders, % at 10 µM | HeLa tubulin immunostaining HCS, 24 h; share of cells brighter than vehicle mean+2SD;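 active = plate Z-score above 3 for both tubulin-high and condensed-nucleus cell shares, with cell loss under 80%, at 10 µM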;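 note: anti alpha tubulin signal scored within the nucleus-defined area of each cell; some results filed as inactive read as strong as hits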
NOD2 inhibition: inhibition of NOD2-driven NF-kB reporter – cell-based, luminescence, uHTS, HEK293 (AID 1566). HEK293 NOD2/NF-kB luciferase reporter, luminescence; higher % means a stronger effect. one-dose inhibition, % at 4 µM; EC50 in µM for titrated hits. hit rate 0.63% among 290,000; in the data active = inhibition above about 50%; note: many of its hits are not listed in these tables
Lipid droplet: hepatic lipid droplet formation modulation | AID 1656 | inhibition, % at 6.5 µM | AML12 mouse hepatocytes, oleate lipid droplets, BODIPY imaging | hit rate 0.4% among 240,000;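 active = lipid droplet intensity inhibited by at least 50%, with more than 500 cells counted; inconclusive = wells with under 300 cells, treated as cytotoxic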
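Assay system: AML12 mouse liver cells | Compound: 6.5 µM single-point dosing | Schedule: Overnight exposure | Technique: Fluorescence imaging, 20x objective, two fields per well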
Dynein cargo inh: dynein cargo transport inhibition. AID 1381. hit rate 0.47% among 220,000. 3617.4 mouse cells, GR-EGFP nuclear translocation imaging; test concentration mostly 20 µM; stimulated with dexamethasone, 1 µM; active compounds read low. z-score, hits read low;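 active = plate z-score of nuclear minus cytoplasmic receptor signal below a set negative limit, without overly bright fluorescence or cell loss, cut at about -3.5 in these data, passing the limit was not always enough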;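 note: z-score of nuclear minus cytoplasmic ring GR-EGFP intensity difference per well; some compounds called inactive have numbers as strong as hits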
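Buffer or medium: tetracycline-free induction medium containing charcoal-stripped FBS / Reagent: dexamethasone agonist, 1.0 µM final, for 30 min / Technique: automated 10x imaging of fixed Hoechst-stained cells / Times: induction 48 h, compound 1 h, agonist 30 min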
WT yeast gro inh mutant strain: second read-out of WT yeast gro inh, no call of its own (marks repeat the call); inhibition, %; mitochondrial fusion phenotypic screen, mutant strain inhibition
Dynein cargo inh cytoplasmic EGFP: second read-out of Dynein cargo inh, no call of its own (marks repeat the call); z-score; measured here: cytoplasmic GR-EGFP intensity; active compounds read high
Dynein cargo inh nuclear GR-EGFP: also measured in Dynein cargo inh; calls as there; z-score; measured here: nuclear GR-EGFP intensity;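 lower value marks the stronger effect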
Dynein cargo inh cell count: recorded beside Dynein cargo inh, whose call it bears; z-score; measured here: cell count per field
Ins promoter up cell count: second read-out of Ins promoter up, no call of its own (marks repeat the call); cell count; measured here: cytotoxicity, nuclei count;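 total cells summed across four imaged fields per well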
Lipid droplet cells 6.5 µM: second read-out of Lipid droplet, no call of its own (marks repeat the call); cell count; measured here: cell count, cytotoxicity flag;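 cells counted across two imaged fields per well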
bCat nuc transl cell count 5 µM: second read-out of bCat nuc transl, no call of its own (marks repeat the call); cell count; measured here: cell count, cytotoxicity flag
MT stabilize HCS Hoechst-high %: recorded beside MT stabilize HCS, whose call it bears; % Hoechst-high responders; measured here: nuclear condensation Hoechst responders;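 share of cells brighter than vehicle mean plus two SD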
MT stabilize HCS cytotoxicity %: also measured in MT stabilize HCS; calls as there; toxicity, %; measured here: cytotoxicity by cell density;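 0% = mean cell density of plate MIN control wells and 100% = no cells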
Autophagy mod cell loss 18 h: recorded beside Autophagy mod, whose call it bears; toxicity, %; measured here: cell loss, nuclei count;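 cell loss after 18 h compound exposure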
* hit, by the source's call; i = inactive; ? = inconclusive; · = no result given; + = active, no number. An excerpt, so the mix of outcomes need not match the whole.

SMILES | Yfh1-depleted yeast | Ins promoter up | Ins promoter up cell count | bCat nuc transl | bCat nuc transl cell count 5 µM | WT yeast gro inh | WT yeast gro inh mutant strain | Autophagy mod | Autophagy mod cell loss 18 h | MT stabilize HCS | MT stabilize HCS Hoechst-high % | MT stabilize HCS cytotoxicity % | NOD2 inhibition | Lipid droplet | Lipid droplet cells 6.5 µM | Dynein cargo inh | Dynein cargo inh cytoplasmic EGFP | Dynein cargo inh nuclear GR-EGFP | Dynein cargo inh cell count
O=C(COC(=O)CNS(=O)(=O)c1c(Cl)cccc1Cl)Nc1ccccc1Sc1ccccc1 | i | 0.68 | 1277 | -0.7 | 1000 | 9 | 3 | i | 2 | 2.6 | 2.0 | 9.0 | 2% | -10 | 657 | -0.54 | -0.22 | -0.5 | 0.33
CN=C1SC(CC(=O)Nc2ccccc2F)C(=O)N1/N=C/c1ccc(O)c(OC)c1 (stereo not drawn) | i | -0.16 | 1573 | -2.9 | 992 | -4 | 7 | i | -5 | 5.3 | 2.6 | 6.9 | -39% | -68 | 687 | 0.04 | -0.26 | 0.26 | -0.77
COc1ccc(N(C(=O)c2cccc(OC)c2OC)C2C=CS(=O)(=O)C2)cc1 (stereo not drawn) | i | -0.41 | 1259 | 0.2 | 1413 | -5 | 9 | i | 2 | 5.2 | 3.0 | 14 | -1% | · | · | 1.5 | -0.29 | 0.73 | -1.4
O=C(C1CCN(S(=O)(=O)N2CCOCC2)CC1)N1CCOCC1 | i | -0.26 | 1626 | -2.7 | 896 | 0 | -12 | i | 5 | 6.2 | 2.6 | 3.8 | 2% | · | · | -0.22 | -0.3 | 0.053 | -0.61
Cc1nn(-c2c(Cl)cc(Cl)cc2Cl)c(=O)c2ccccc12 | i | 3.4* | 908* | · | · | -23 | -14 | i | -6 | 1.7 | 1.2 | 9.4 | 16% | · | · | 0.012 | -0.29 | -0.16 | 0.33
CCCCNC(=O)NS(=O)(=O)c1ccc(NS(=O)(=O)c2ccccc2)cc1 | i | 0.38 | 1189 | 1.0 | 1128 | 21 | -6 | i | 6 | 5.9 | 3.1 | 11 | -5% | · | · | 0.76 | -0.41 | 0.29 | -0.15
O=C(COc1ccccc1C(=O)Nc1ccccc1)c1ccc(Br)cc1 | i | -2.8 | 1526 | -6.4 | 1080 | 11 | 25 | i | -1 | 3.8 | 1.3 | 16 | 17% | -32 | 634 | 0.55 | -0.3 | 1 | -0.28
O=C1CCCC(=O)C1=C1SCCCS1 | i | 0.65 | 1308 | -0.8 | 507 | 2 | 12 | i | 15 | 2.1 | 2.2 | 1.7 | 18% | 1 | 610 | 0.27 | -0.25 | 0.25 | 0.39
CSc1ccc(/C=N/n2nnnc2N)cc1 | i | 0.35 | 1262 | · | · | 15 | 2 | i | -2 | 8.2 | 4.5 | 7.2 | -17% | -5 | 778 | -1.5 | -0.28 | -0.092 | 0.63
C=C(C)Cn1c(-c2cccs2)n[nH]c1=S | i | -0.17 | 1475 | -1.2 | 1079 | 6 | 1 | i | 15 | 1.7 | 1.6 | 5.1 | 10% | 5 | 686 | 0.68 | -0.22 | 1 | -0.32
CN=C1c2ccccc2CN1c1cccc(C(=O)OC)c1 | i | -1.1 | 1184 | -2.0 | 800 | -3 | -1 | i | -13 | 1.8 | 1.9 | 1.3 | -5% | · | · | 1.2 | -0.19 | 1.5 | -0.11
COc1ccc(N2C(=O)C(CN3CCN(C)CC3)C2c2ccccc2)cc1 (stereo not drawn) | i | -0.04 | 1537 | -0.4 | 1507 | 5 | 0 | i | -29 | 1.9 | 2.5 | 6.3 | -3% | -1 | 729 | -0.51 | -0.22 | -0.31 | 0.91
Cc1cc(C(=O)Cn2nnc(-c3ccc(Cl)cc3)n2)c(C)n1CC1CCCO1 (stereo not drawn) | i | · | · | · | · | 33 | 44 | i | 18 | 3.6 | 1.7 | 11 | · | · | · | -0.082 | -0.25 | -0.089 | 0.19
CCCc1nc(Nc2nc3ccccc3o2)nc(C)c1C(=O)OCC | i | 1.1 | 1181 | 0.2 | 1178 | 0 | 14 | i | -3 | 3.0 | 2.3 | 5.0 | -114% | 12 | 730 | 2.9 | -0.28 | 1.2 | -0.72
O=C(Cc1ccccc1)NC1(Cc2ccc(O)cc2)CCCCC1 | i | -0.36 | 1578 | 0.5 | 1523 | 20 | 4 | i | 11 | 3.0 | 1.7 | 13 | 14% | -30 | 714 | -0.33 | -0.31 | 0.019 | 0.67
O=C(Nc1ccncc1)c1ccc2c(c1)S(=O)(=O)c1ccccc1C2=O | i | -0.21 | 1557 | 1.9 | 954 | -17 | 8 | i | 7 | 22 | 6.7 | 64 | 26% | 8 | 719 | 0.82 | -0.3 | 0.66 | -0.77
CC(=O)CCC(=O)OCC(=O)c1ccc(C(F)(F)F)cc1 | i | 1.4 | 1336 | -0.1 | 1077 | · | · | · | · | · | · | · | -6% | 18 | 756 | -0.22 | -0.28 | -0.32 | 0.75
CCCCC(=O)NNC(=S)NC(=O)c1cccc([N+](=O)[O-])c1 | i | 1.5 | 1427 | -0.7 | 1446 | -16 | -11 | i | -34 | 3.1 | 1.0 | 3.0 | 8% | · | · | 0.2 | 0.22 | 0.91 | -0.2
O=C(CC1SC(=Nc2ccccc2)N(CCCO)C1=O)Nc1ccc(Cl)cc1 (stereo not drawn) | i | -0.24 | 1871 | -0.7 | 1009 | 5 | 8 | i | -9 | 2.5 | 1.9 | 15 | 16% | -10 | 614 | 0.62 | -0.076 | 0.51 | 0.24
CCN1C(=O)CC(n2c(C)nc3ccccc32)C1=O (stereo not drawn) | ? | -0.55 | 932 | · | · | 19 | 6 | i | -5 | 2.8 | 1.6 | 4.3 | 10% | · | · | -0.43 | -0.26 | -0.037 | 0.092
CCC(C)NC(=O)CN(c1cc(Cl)cc(Cl)c1)S(C)(=O)=O (stereo not drawn) | i | -0.01 | 1533 | -0.9 | 987 | -1 | -3 | i | 8 | 2.8 | 2.3 | 15 | 3% | 0 | 657 | -0.73 | -0.28 | -0.018 | 1.5
CCCNC(=O)CNC(=S)N(Cc1cc(OC)c(OC)c(OC)c1)C1CCCC1 | i | -0.17 | 1489 | -0.9 | 1125 | -30 | 2 | i | -9 | 1.9 | 1.7 | 4.1 | 6% | 23 | 666 | 0.092 | -0.15 | 0.32 | -0.93
CC(=NCc1cccnc1)C1=C(O)c2ccccc2C1=O | i | 0.27 | 1038 | -0.9 | 694 | 16 | -9 | i | 1 | 11 | 1.9 | 5.5 | 2% | · | · | 0.65 | -0.025 | 0.58 | -0.43
Cc1cc(C)c2nc(-c3cccnc3)cc(C(=O)NC(C)c3cnn(C)c3C)c2c1 (stereo not drawn) | i | -0.05 | 1486 | 0.3 | 1502 | -9 | -4 | i | 21 | 3.8 | 2.9 | 6.0 | 3% | · | · | 1.2 | -0.3 | 1.3 | -0.77
CCOC(=O)c1c(NC(=O)c2nn(CC)cc2Br)c(C#N)nn1-c1ccccc1 | i | -0.88 | 1140 | -0.1 | 1013 | 8 | -8 | i | 0 | 3.3 | 1.7 | 5.8 | 28% | -21 | 720 | 0.16 | -0.15 | -0.26 | -1.1
O=C(Nc1ccon1)c1sc2cc(F)ccc2c1Cl | i | -0.17 | 1280 | 2.2 | 999 | 6 | -3 | + | 5.8* | 4.2 | 4.0 | 6.3 | 26% | -6 | 740 | -0.36 | -0.16 | -0.8 | 1.1
Cc1cc2cc(CNC(=O)c3ccc(S(=O)(=O)N4CCCCC4)cc3)ccc2n1C | i | 2.4 | 813 | 14 | 1181 | -3 | -10 | i | 2 | 7.8 | 3.7 | 6.5 | -20% | · | · | -1.1 | 0.21 | -0.53 | 0.65
COc1cc(-c2nc(-c3ccncc3)no2)cc(OC)c1OC | i | 0.33 | 1161 | · | · | 4 | -2 | i | -2 | 1.3 | 1.0 | 2.9 | 10% | 2 | 695 | 1.3 | -0.13 | 1.2 | 0.87
COc1cc(/C=C/C(=O)Nc2nc3ccc(S(=O)(=O)NC(C)C)cc3s2)cc(OC)c1OC | i | -0.38 | 1374 | -4.1 | 508 | 0 | -9 | i | 5 | 2.3 | 3.1 | 7.1 | 8% | 1 | 699 | 0.067 | -0.31 | -0.3 | 0.42

3 compounds from above, sorted by length of the SMILES, smallest number first:
SMILES | Yfh1-depleted yeast | Ins promoter up | Ins promoter up cell count | bCat nuc transl | bCat nuc transl cell count 5 µM | WT yeast gro inh | WT yeast gro inh mutant strain | Autophagy mod | Autophagy mod cell loss 18 h | MT stabilize HCS | MT stabilize HCS Hoechst-high % | MT stabilize HCS cytotoxicity % | NOD2 inhibition | Lipid droplet | Lipid droplet cells 6.5 µM | Dynein cargo inh | Dynein cargo inh cytoplasmic EGFP | Dynein cargo inh nuclear GR-EGFP | Dynein cargo inh cell count
O=C(Nc1ccon1)c1sc2cc(F)ccc2c1Cl | i | -0.17 | 1280 | 2.2 | 999 | 6 | -3 | + | 5.8* | 4.2 | 4.0 | 6.3 | 26% | -6 | 740 | -0.36 | -0.16 | -0.8 | 1.1
CC(=NCc1cccnc1)C1=C(O)c2ccccc2C1=O | i | 0.27 | 1038 | -0.9 | 694 | 16 | -9 | i | 1 | 11 | 1.9 | 5.5 | 2% | · | · | 0.65 | -0.025 | 0.58 | -0.43
Cc1cc2cc(CNC(=O)c3ccc(S(=O)(=O)N4CCCCC4)cc3)ccc2n1C | i | 2.4 | 813 | 14 | 1181 | -3 | -10 | i | 2 | 7.8 | 3.7 | 6.5 | -20% | · | · | -1.1 | 0.21 | -0.53 | 0.65
